CIT2-GFP yeast: yeast TOR pathway CIT2-GFP modulation; AID 2029; 320,000 compounds, 0.065% hits; S. cerevisiae CIT2-GFP strain, flow cytometry, 3 h; 100 means same as DMSO wells; GFP response vs DMSO, % at 10 µM;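 active = GFP response relative to DMSO above a set limit, near the screen mean plus 3 SD, cut at about 150% in these data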;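 note: ratio of well median GFP fluorescence to mean of DMSO wells on the plate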
MCL1-BIM inh: MCL1-BIM-BH3 interaction inhibition (human); 320,000 compounds, 0.68% hits; GST-MCL1 / FITC-Bim-BH3 fluorescence polarization; Q07820; inhibition, % at 10.9 µM;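 active = inhibition above the mean inhibition of all tested compounds plus 3 SD, set per campaign, cut at about 40% in these data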;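 note: 0% = DMSO wells and 100% = unlabeled Bim-BH3 peptide control; higher means more loss of mP so more displacement of Bim peptide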
BCLXL inh: Bcl-xL (human) inhibition. Q07817. GST-Bcl-xL / FITC-Bim BH3 peptide fluorescence polarization. inhibition, % at 10.9 µM. 320,000 compounds, 0.7% hits;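 active = inhibition above the mean of all tested compounds plus 3 SD, cutoff set per campaign, cut at about 30% in these data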;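 note: 0% = DMSO wells and 100% = unlabeled Bim-BH3 peptide competitor; inhibitors lower millipolarization by displacing the labeled peptide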
GRK2 aptamer HTS: human GRK2 inhibition via aptamer displacement. 330,000 compounds, 0.59% hits. inhibition of aptamer binding, % at 10 µM. bead flow cytometry, FAM-aptamer displacement from GRK2;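 active = inhibition of aptamer binding above 40%, roughly 3 SD of noise, on plates passing a quality check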;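 note: median bead fluorescence of bound FAM aptamer so fluorescent compounds give negative values; no value below 0 was filed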
MEX-5 binding: C. elegans MEX-5 TCR-2 RNA binding activity | Q9XUB2 | MEX-5/FITC-TCR2 RNA binding, fluorescence polarization; hits give low values | activity score (negative = inhibition of binding), % at 10 µM | 300,000 compounds, 0.38% hits | AID 1832;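 active = inhibition past about -25% in most replicates, and total fluorescence under double the plate's negative control median, limit read from the data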;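 note: 0% = DMSO and -100% = 5 µM competing unlabeled TCR2 RNA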
AGP1-GFP MLPCN: modulators of TOR pathway AGP1-GFP in S. cerevisiae; S. cerevisiae AGP1-GFP multiplex flow cytometry, 3 h; GFP as percent of DMSO wells; GFP response vs DMSO, % at 10 µM; 320,000 compounds, 0.02% hits; AID 2066;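 active = GFP response relative to DMSO above a set limit, near screen average plus 3 SD, cut at about 150% in these data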;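 note: median GFP channel fluorescence of the gated AGP1 strain per well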
Fam108B counter: counter-screen for RBBP9 inhibitors: inhibitors of mouse Fam108B | recombinant Fam108B, FP-Rh probe fluorescence polarization | inhibition, % at 9.51 µM | 300,000 compounds, 0.33% hits;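 active = inhibition above the screen mean inhibition plus 3 SD, computed separately per campaign, cut at about 18% in these data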;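 note: inhibitors lower polarization as less probe binds the enzyme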
VLA-4 inh: inhibition in a human VLA-4 binding assay; P13612; VLA-4 expressing cells, ligand binding flow cytometry; inhibition, % (about 7 µM as worked out from the volumes in the protocol); 330,000 compounds, 0.2% hits; AID 2557; in the data active = inhibition above about 50%
Target sequence (P13612 whole entry, looked up): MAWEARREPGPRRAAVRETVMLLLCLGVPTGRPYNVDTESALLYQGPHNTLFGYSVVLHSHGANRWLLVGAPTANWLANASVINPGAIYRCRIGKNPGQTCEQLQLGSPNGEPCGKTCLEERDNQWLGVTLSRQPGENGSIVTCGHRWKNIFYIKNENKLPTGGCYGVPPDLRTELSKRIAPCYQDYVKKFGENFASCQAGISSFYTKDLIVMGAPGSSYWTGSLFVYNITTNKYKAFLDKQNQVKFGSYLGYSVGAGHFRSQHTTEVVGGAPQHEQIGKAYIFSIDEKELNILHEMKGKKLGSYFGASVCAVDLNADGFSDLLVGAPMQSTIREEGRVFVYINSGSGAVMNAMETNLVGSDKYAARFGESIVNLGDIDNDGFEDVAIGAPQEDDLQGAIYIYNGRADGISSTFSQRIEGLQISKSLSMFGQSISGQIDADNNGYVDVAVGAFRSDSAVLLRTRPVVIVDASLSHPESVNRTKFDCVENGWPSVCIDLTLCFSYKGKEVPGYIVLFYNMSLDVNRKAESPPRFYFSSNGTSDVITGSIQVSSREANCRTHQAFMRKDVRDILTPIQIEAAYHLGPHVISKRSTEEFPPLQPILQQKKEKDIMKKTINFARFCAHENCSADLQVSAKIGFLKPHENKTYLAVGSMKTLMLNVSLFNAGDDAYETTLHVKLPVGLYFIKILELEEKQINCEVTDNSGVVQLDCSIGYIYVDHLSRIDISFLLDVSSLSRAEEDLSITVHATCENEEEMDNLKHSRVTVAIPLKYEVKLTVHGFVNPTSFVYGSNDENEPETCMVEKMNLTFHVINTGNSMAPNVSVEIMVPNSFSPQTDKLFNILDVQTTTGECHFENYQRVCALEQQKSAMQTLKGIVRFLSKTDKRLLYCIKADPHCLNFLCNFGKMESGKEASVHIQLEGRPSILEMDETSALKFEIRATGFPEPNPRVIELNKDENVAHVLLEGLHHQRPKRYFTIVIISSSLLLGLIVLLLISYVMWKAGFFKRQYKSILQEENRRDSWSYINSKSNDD
GLD-1 TGE inh: GLD-1-TGE RNA interaction inhibition (C. elegans); Q17339; purified GLD-1 + fluorescein TGE RNA, fluorescence polarization; inhibition, % at 5.96 µM; 320,000 compounds, 0.44% hits;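 active = percent inhibition above a per-plate cutoff, the plate mean of test compounds plus 3 SD, cut at about 30% in these data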;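 note: 0% = DMSO wells with GLD-1 and probe and 100% = wells lacking GLD-1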
Active calls of the source: *; . = not tested or not shown.

SMILES	CIT2-GFP yeast	MCL1-BIM inh	BCLXL inh	GRK2 aptamer HTS	MEX-5 binding	AGP1-GFP MLPCN	Fam108B counter	VLA-4 inh	GLD-1 TGE inh
CN(CC(=O)Nc1ccc(F)cc1)C(=O)c1ccc(OCc2cn3ccccc3n2)cc1	105	.	.	0	.	106	.	2	6
Cc1ccc(-c2nnn(CC(=O)N3c4ccccc4CCc4ccccc43)n2)cc1	98	7	3	0	-0.6	105	-1	-21	0
CCN1CC(CN(C)Cc2cn(-c3cccc(C)c3)nc2-c2cccc(F)c2)CC1=O (centres undefined)	91	-2	9	2	-3.6	100	-6	4	5
COCCC(=O)Nc1ccc2c(c1)CN(C(=O)CCSC)CC2	98	5	3	0	-0.1	92	4	-4	-1
CCCCn1c(N)c(N(CC)C(=O)CSCC(=O)Nc2ccc(OC)cc2)c(=O)[nH]c1=O	94	1	5	0	-0.3	112	-3	6	3
Cc1cc(C(=O)OCC(=O)NCc2ccco2)c(C)n1-c1ccc(F)cc1	73	2	2	0	4.0	83	-2	-1	-9
CCCCCCCCOc1ccc(C2CC(=O)NC2=O)cc1 (centres undefined)	92	-1	-9	3	-4.4	86	-1	-1	0
COc1cc(C2=NOC(C(=O)NC3CCCCC3)C2)cc(OC)c1OC (centres undefined)	108	-3	0	0	.	105	2	9	2
COc1ccc(NC(=O)Nc2ccc3c(c2)CCC3)cc1	101	-5	0	0	0.8	109	-1	7	-3
COc1ccc(-c2cc(C(=O)N3CCCCC3)c3ccccc3n2)cc1OC	94	1	4	4	0.0	96	4	8	0
Cc1cccc(-c2nc(=S)c3c(n2Cc2ccco2)CCCC3)c1	99	12	5	8	.	102	1	2	5
O=C(c1ccccc1Br)N1CCc2c([nH]c3ccccc23)C1	89	2	2	0	1.1	95	-3	4	6
CC(C)(C)OC(=O)NCCCCCNC(=O)c1nc[nH]c1C(=O)NCC(=O)OCc1ccccc1	84	.	.	10	.	94	.	6	5
CCOc1ccccc1NC(=O)COC(=O)c1ccc2ccccc2n1	91	1	2	0	.	102	.	0	4
COc1ccc(S(=O)(=O)N2CCc3ccccc32)cc1NC(C)=O	101	4	3	0	-0.4	106	-2	4	5
CCCCN(C)C(=O)c1cc2cc3cc(OC)ccc3nc2o1	104	-4	0	3	-0.3	98	2	0	0
COc1ccc(N2C3=C(C(=O)CC(C)(C)C3)C(c3cnn(C)c3)C3=C2CC(C)(C)CC3=O)cc1	109	-4	1	0	-2.4	120	-2	2	-1
CCC(C#CCN1CCOCC1)(CC)OCCC#N	91	-5	3	2	-1.2	89	-5	0	1
Cc1csc(SCC(=O)Nc2ccc3[nH]c(=O)[nH]c3c2)n1	86	.	.	0	.	96	.	11	-1
COc1ccc(OC)c(CCNC(=O)CCn2ccc3cc(S(=O)(=O)N4CCCC4)ccc32)c1	97	-1	0	0	-0.2	96	-2	-12	3
CCCCOc1nc2ccccc2nc1NS(=O)(=O)c1ccc(F)cc1	100	0	4	0	0.6	105	1	27	13
CCCCC(CC)C(=O)Nc1ccc(C)c(O)c1 (centres undefined)	98	-2	4	3	1.2	102	-4	6	-1
CCOC(=O)C1CCN(C(=O)COc2ccc(N(C)S(=O)(=O)c3cccs3)cc2)CC1	101	2	8	0	-1.1	99	2	11	10
O=C(CSc1nnc(Nc2ccccc2F)s1)Nc1cccc(S(=O)(=O)N2CCCCC2)c1	96	-13	-5	0	-1.3	95	-5	14	3
COc1ccc(-c2csc(N3CCC(C(N)=O)(N4CCCCC4)CC3)n2)cc1	87	-13	-7	0	0.0	87	2	34	0
O=C(N/N=C/c1ccccn1)c1cc(C2CC2)[nH]n1	94	6	3	4	21	100	-1	4	-3
CC(C)(C)NC(=O)CCc1ncc(C(F)(F)F)cc1Cl	83	-6	-1	4	3.3	98	3	0	-10
O=C(O)c1cccc(S(=O)(=O)N(Cc2ccccc2)c2ccccc2)c1	89	6	1	2	0.7	93	6	-5	5
Cc1ccc(-n2nc3c(=O)n(C(C)C(=O)NCCc4cccs4)nc(C)c3c2C)cc1 (centres undefined)	112	3	5	0	1.6	102	1	-2	1
Fc1cccc(Nc2ncnc3[nH]ncc23)c1	98	6	11	0	6.6	98	5	-4	8
Cc1nn(C)c(C)c1S(=O)(=O)N(CC(=O)Nc1ccc2c(c1)OCO2)c1ccc(C(C)C)cc1	97	5	6	1	.	103	-1	-12	2
CC(=O)NC(CC(=O)NCc1ccncc1)c1ccccc1 (centres undefined)	101	3	3	2	2.5	99	-2	-3	4
O=c1ccc(C(F)(F)F)cn1Cc1cc(=O)n2ccsc2n1	103	5	4	2	-2.3	99	4	7	-1
CC(C)Cn1c(N)c(C(=O)COC(=O)C2=COCCO2)c(=O)n(C)c1=O	109	-8	2	0	1.9	117	-5	-5	-1
CC(=O)c1ccc(S(=O)(=O)N(C)CCCC(=O)N(C)Cc2c(F)cccc2Cl)cc1	104	8	0	1	-1.3	110	1	15	3
CCN(CC)C(=O)C(Cc1ccccc1)N1C(=O)c2ccccc2C1=O (centres undefined)	101	-6	1	0	4.0	94	3	18	-1
c1cc(-c2noc(CCC3CCCC3)n2)ccn1	102	-1	1	3	-1.9	100	4	1	3
CSc1nc(C(=O)N2CCCC(Nc3ccc(C)c(C)c3)C2)cs1 (centres undefined)	95	0	3	5	1.6	98	3	12	-7
CCN1CCN(CC(=O)c2c[nH]c3ccc(C)cc23)CC1	94	-4	-3	1	-2.4	99	0	-58	9
O=C(CN1CCN(c2ccccn2)CC1)Nc1ccc(OC(F)(F)F)cc1	99	3	4	0	0.8	100	4	5	3
COCCNC(=O)C(C)OC(=O)c1nsc(Cl)c1Cl (centres undefined)	95	4	10	1	0.8	99	4	10	13
COc1ccc(Cc2nnc(SCC(=O)Nc3cc(Cl)ccc3C)[nH]c2=O)cc1	108	5	3	4	-2.5	104	-5	-19	2
CC(=O)Nc1cc(-c2nn(C)c(=O)c3ccccc23)ccc1N1CCOCC1	94	2	0	0	1.4	94	0	0	4
O=C(Nc1cc(Cl)ccc1-n1cncn1)c1cncc(Br)c1	94	-3	-6	2	-3.0	95	2	-5	3
COC(=O)c1ccc(COc2ccccc2/C=N/NS(=O)(=O)c2ccc(C)cc2)cc1	70	-4	3	3	-0.8	90	-15	-5	3
COC(=O)c1c(N)sc2c1CCN(c1ncc(C(F)(F)F)cc1Cl)C2	108	0	-3	4	2.6	98	-3	-14	0
Cn1c(=O)c(=O)n(C)c2cc(S(=O)(=O)Nc3ccc4c(c3)OCCO4)ccc21	95	7	9	0	-1.9	102	-1	1	8
Cc1cnc(NC(=O)c2c(-c3ccccc3)noc2C)s1	94	-3	0	4	-3.3	101	-1	4	4
COC(=O)c1sccc1NC(=O)c1ccco1	97	3	-1	0	.	97	-1	2	9
CC(Oc1ccc(Cl)cc1)C(=O)/C=C/N(C)C (centres undefined)	111	2	5	1	2.7	95	1	6	2

Next section
SMILES	CIT2-GFP yeast	MCL1-BIM inh	BCLXL inh	GRK2 aptamer HTS	MEX-5 binding	AGP1-GFP MLPCN	Fam108B counter	VLA-4 inh	GLD-1 TGE inh
O=C(Nc1nccs1)c1ccc(N2C(=O)[C@@H]3[C@H](C2=O)[C@H]2C=C[C@@H]3C2)cc1	95	-7	-2	3	-1.2	102	-7	-2	5
O=C(CCN1C(=O)C2CC=CCC2C1=O)Nc1nccs1 (centres undefined)	94	1	-1	1	-1.2	94	1	-1	-8
O=C1CCCN1C(=O)COc1ccccc1[N+](=O)[O-]	104	0	-2	0	1.6	110	3	10	-2
CCc1nc(SCC(=O)Nc2ccc(F)cc2F)c2c(=O)n(C)c(=O)n(C)c2n1	93	3	0	2	2.6	99	-3	6	-4
c1ccc(SCCc2ccncc2)cc1	103	-6	1	0	2.0	98	0	11	2
OC1(c2ccc(Cl)cc2)CCN(Cc2c[nH]c3ccccc23)CC1	103	-1	-3	0	-1.2	100	-4	34	8
CCOC(=O)C1CCN(C/C=C/c2ccccc2OC)CC1	95	4	4	4	-3.5	102	7	-1	8
O=C(CSCc1cccc(Br)c1)NC1CC1	96	10	2	2	0.7	95	-1	8	-2
O=C(NCCN1C(=O)S/C(=C\c2ccc(Cl)c(Cl)c2)C1=O)c1ccc2c(c1)C(=O)N(Cc1ccncc1)C2=O	100	-3	4	0	1.1	92	-9	8	0
O=C(CSc1nc2c(c(C(F)(F)F)n1)CCc1ccccc1-2)NCc1ccccc1	91	9	5	0	-0.3	89	2	-5	-5
Cc1sc2nc(C(C)C)oc(=O)c2c1C	106	5	7	0	1.8	102	4	8	5
N/C(=N/OC(=O)c1ccccc1Cl)c1nonc1N	99	5	1	0	-1.5	91	-1	-15	1
CCCCn1ccnc1C(=O)c1ccc(S(=O)(=O)N(CCOC)CCOC)cc1	100	4	4	4	-0.7	101	-4	-1	0
Cc1ccc(S(=O)(=O)N2CCC(C(=O)N[C@@H](C)C(=O)NCc3ccccc3)CC2)cc1	97	7	5	1	3.2	96	2	-1	6
Cc1noc(C)c1CSc1nc2ccccc2c(=O)n1-c1ccc(Cl)cc1	90	11	5	0	-2.0	92	3	10	6
CC(=O)CCC(=O)OCC(=O)c1ccc(C(F)(F)F)cc1	.	0	-3	0	-1.6	.	1	4	4
O=C(NCCCO)c1cc2c(cn1)[nH]c1ccccc12	104	.	.	2	-2.6	107	.	2	.
c1ccc(-c2nc3nc4ccccc4nc3n2CC2CCCO2)cc1 (centres undefined)	90	8	2	0	-0.5	96	4	-4	3
CCc1cc2c(SCC(=O)N(CC)c3c(N)n(Cc4ccccc4)c(=O)[nH]c3=O)ncnc2s1	97	11	3	1	-0.9	107	-1	0	-3
COc1ccc(C(=O)c2oc3ccc(OC)cc3c2NC(C)=O)cc1	92	0	5	0	2.7	102	2	8	-3

Structures shown so far containing two or more sulfur atoms (five):
SMILES	CIT2-GFP yeast	MCL1-BIM inh	BCLXL inh	GRK2 aptamer HTS	MEX-5 binding	AGP1-GFP MLPCN	Fam108B counter	VLA-4 inh	GLD-1 TGE inh
Cc1csc(SCC(=O)Nc2ccc3[nH]c(=O)[nH]c3c2)n1	86	.	.	0	.	96	.	11	-1
CCOC(=O)C1CCN(C(=O)COc2ccc(N(C)S(=O)(=O)c3cccs3)cc2)CC1	101	2	8	0	-1.1	99	2	11	10
O=C(CSc1nnc(Nc2ccccc2F)s1)Nc1cccc(S(=O)(=O)N2CCCCC2)c1	96	-13	-5	0	-1.3	95	-5	14	3
CSc1nc(C(=O)N2CCCC(Nc3ccc(C)c(C)c3)C2)cs1 (centres undefined)	95	0	3	5	1.6	98	3	12	-7
CCc1cc2c(SCC(=O)N(CC)c3c(N)n(Cc4ccccc4)c(=O)[nH]c3=O)ncnc2s1	97	11	3	1	-0.9	107	-1	0	-3

(further entries)
SMILES	CIT2-GFP yeast	MCL1-BIM inh	BCLXL inh	GRK2 aptamer HTS	MEX-5 binding	AGP1-GFP MLPCN	Fam108B counter	VLA-4 inh	GLD-1 TGE inh
CN1C(=O)[C@H]2[C@@H](/C=C/c3ccccc3)N3C(=O)CN(CCO)C(=O)[C@@]3(C)[C@H]2C1=O	64	1	-2	2	0.3	72	4	26	5
CCOC(=O)CCNC(=O)N1CCCC(CNS(=O)(=O)Cc2ccccc2)C1 (centres undefined)	101	-10	0	1	-1.6	101	-4	-11	6
CC(C)CN(CC(C)C)S(=O)(=O)N1CCC(C(=O)NCc2ccc3c(c2)OCO3)CC1	101	-8	2	0	0.2	107	1	-8	-4
Cc1ccc(NC(=O)c2cc(S(=O)(=O)N3CCCC3)cn2C)cc1C	103	0	3	1	0.5	93	-3	-15	1
O=C(Nc1cccc(S(=O)(=O)NC2=NCCCCC2)c1)c1cc(-c2ccc(Cl)cc2)nc2ccccc12	95	-1	3	3	2.2	98	-44	15	-3
O=C(Nc1ccc(Cl)cn1)c1ccc(Oc2ccccc2)cc1	88	1	8	2	-0.9	89	-1	5	4

Source: PubChem BioAssay (several laboratories)
